High-throughput results: PubChem, several laboratories
rCAG binder = r(CAG) repeat RNA binding; TO-PRO-1 dye displacement fluorescence; inhibition, % at 3 µM; 370,000 compounds, 1.3% hits; AID 651821;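 active = inhibition above the plate cutoff, the mean of all test compounds on that plate plus 3 SD, cut at about 35% in these data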;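 also: 0% = DMSO alone and 100% = 100 µM mitoxantrone as full dye displacement; higher means more dye released from RNA so lower well fluorescence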
TCR CD3 inh = inhibitors of human TCR-CD3 interaction; AID 651800; inhibition, % at 9.4 µM; 360,000 compounds, 0.37% hits; TAMRA-labeled TCR probe fluorescence, biochemical; in the data active = inhibition above about 19%;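 also: recombinant mutant TCR 2C K166C tagged with TAMRA read by polarization; 0% = receptor in buffer alone and 100% = receptor with positive control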
PRMT1 inh = blocks human protein arginine methyltransferase 1; recombinant PRMT1, activity-based probe fluorescence polarization; 370,000 compounds, 1.3% hits; AID 652257; inhibition, % at 2.79 µM;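 active = inhibition above about 21% made by adding two undisclosed values, limit read from the data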
MBD2 DNA inh = MBD2-methylated oligo binding inhibition | Q9UBB5 | TR-FRET, MBD2 binding to methylated oligonucleotide | inhibition, % at 4.4 µM | 370,000 compounds, 0.31% hits | AID 686964; in the data active = inhibition above about 13%
Target sequence (Q9UBB5 whole entry, looked up): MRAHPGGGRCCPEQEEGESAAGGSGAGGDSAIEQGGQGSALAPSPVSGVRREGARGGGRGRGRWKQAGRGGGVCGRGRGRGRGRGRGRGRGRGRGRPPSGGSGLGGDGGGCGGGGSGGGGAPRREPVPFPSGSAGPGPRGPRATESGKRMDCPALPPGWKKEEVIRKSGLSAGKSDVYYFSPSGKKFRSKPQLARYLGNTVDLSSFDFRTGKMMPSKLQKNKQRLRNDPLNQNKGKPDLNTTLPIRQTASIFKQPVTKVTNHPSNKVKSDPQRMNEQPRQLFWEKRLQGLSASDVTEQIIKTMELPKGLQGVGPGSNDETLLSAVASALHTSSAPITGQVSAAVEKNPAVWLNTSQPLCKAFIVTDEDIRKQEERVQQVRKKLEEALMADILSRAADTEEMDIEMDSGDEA
GC-B act = GC-B (human) receptor activation; P20594; HEK293-GC-B cells, CNP EC30, cGMP TR-FRET; 0% at EC30 CNP, 100% saturating CNP; 370,000 compounds, 0.11% hits; activation, % at 10 µM; AID 1920062;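 active = activation at 10 µM reaching about 35% in either raw or pattern-adjusted values, limit read from the data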
HTRA1 inh = HTRA1 (human) protease inhibition. Q92743. recombinant HTRA1, FP-rhodamine activity-based probe, fluorescence polarization. inhibition, % at 5.96 µM. 340,000 compounds, 0.5% hits. AID 504803; in the data active = inhibition above about 36%;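 also: 0% = enzyme with DMSO and 100% = wells lacking enzyme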
TDP2 absorb = TDP2 (human) inhibition, absorbance primary screen; O95551; recombinant TDP2, T5PNP hydrolysis, p-nitrophenol absorbance 415 nm; inhibition, % at 12.8 µM; 370,000 compounds, 0.34% hits; AID 720702;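 active = inhibition above the mean of all tested compounds plus 3 SD, set per campaign, cut at about 25% in these data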;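 also: 0% = DMSO with enzyme and 100% = buffer with substrate but no TDP2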
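System: recombinant human TDP2 / Amount: 120 nM TDP2 per well / Also added: 5 mM T5PNP chromogenic substrate / Doses: 12.8 µM single point, 1% DMSO / Incubation: 2 h at 37 °C / Detection: p-Nitrophenol epi absorbance / Evaluation: % inhibition relative to enzyme-containing and enzyme-free wells / Repeats: singlicate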
ABHD4 inh = ABHD4 (mouse) inhibition, primary FP screen | Q8VD66 | purified mABHD4, FP-Rh probe fluorescence polarization | inhibition, % at 8.92 µM | 370,000 compounds, 0.54% hits | AID 720543;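 active = inhibition exceeding the mean over every tested compound plus 3 SD, cut at about 30% in these data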;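 also: 0% = plate median of compound wells and 100% = S159A mutant with DMSO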
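Material: mouse ABHD4 enzyme, wild type; Benchmarks: S159A mutant high control, sample median low control; Buffer or medium: HEPES pH 7.0, NaCl, Pluronic buffer; Signal: fluorescence polarization; Read-out: percent inhibition of probe binding, normalized to plate controls; Timing: pre-incubation 45 min, probe exposure 60 min, at 25 °C; Dosing: 8.92 µM, single dose.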
SIAE inh = inhibitors of human sialic acid acetylesterase SIAE; Q9HAT2; SIAE FP-Rh probe binding, fluorescence polarization; inhibition, % at 9.66 µM; 370,000 compounds, 0.69% hits;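 active = inhibition above a cutoff: mean of compounds within the control limits plus 3 SD of those, cut at about 17% in these data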;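 also: 0% = plate median of compound wells and 100% = probe without SIAE protein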
Target sequence (Q9HAT2 whole entry, looked up): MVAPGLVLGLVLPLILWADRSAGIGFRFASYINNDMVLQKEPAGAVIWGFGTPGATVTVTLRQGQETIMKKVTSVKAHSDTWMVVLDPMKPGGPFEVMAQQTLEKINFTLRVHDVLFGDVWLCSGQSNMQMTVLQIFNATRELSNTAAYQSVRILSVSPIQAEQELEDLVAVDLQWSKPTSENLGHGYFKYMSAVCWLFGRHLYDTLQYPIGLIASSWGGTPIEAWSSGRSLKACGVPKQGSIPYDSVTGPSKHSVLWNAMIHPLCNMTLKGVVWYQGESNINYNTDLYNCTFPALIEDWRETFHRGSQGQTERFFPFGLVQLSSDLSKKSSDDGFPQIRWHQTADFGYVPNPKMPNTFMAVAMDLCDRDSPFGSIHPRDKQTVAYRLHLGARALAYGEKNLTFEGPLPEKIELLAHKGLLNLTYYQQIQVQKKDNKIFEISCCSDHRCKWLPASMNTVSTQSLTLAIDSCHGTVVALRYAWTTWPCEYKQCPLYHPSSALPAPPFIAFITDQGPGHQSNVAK
LEDGF integ inh = blocks HIV-1 LEDGF/p75-dependent DNA integration; inhibition, % at 3.7 µM; TR-FRET IN-LEDGF/p75 DNA integration, Eu/Cy5; 370,000 compounds, 0.64% hits;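 active = inhibition above the screen-wide mean plus 3 SD, cut at about 13% in these data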;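 also: signal is the Cy5 over europium emission ratio at 671 and 618 nm; 0% = plate median of compound wells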
The depositor's hits bear a star; / = no result given.

SMILES	rCAG binder	TCR CD3 inh	PRMT1 inh	MBD2 DNA inh	GC-B act	HTRA1 inh	TDP2 absorb	ABHD4 inh	SIAE inh	LEDGF integ inh
CCC1(c2ccccc2)NC(=O)N(CC(=O)N(CC(=O)Nc2ccccc2C(F)(F)F)Cc2ccco2)C1=O (stereo unspecified)	-6.7	5.8	0.2	-2.9	6.1	-5.4	-16.1	2.0	-11.8	1.7
CC(NC(=S)Nc1cccc(C(F)(F)F)c1)C(C)(C)C (stereo unspecified)	-3.3	3.1	-4.5	-6.6	0.8	-6.2	-15.4	-5.2	15.2	-1.9
NC(c1csc(Nc2cc(NCc3ccco3)ncn2)n1)c1ccccc1Cl (stereo unspecified)	20.6	-3.5	0.7	6.8	-18.6	/	-2.3	-16.1	-6.2	3.6
CC(=O)Nc1cccc(-c2cc(N3CCN(CCO)CC3)n3nccc3n2)c1	4.1	1.9	-1.1	-3.5	5.0	/	2.6	-3.8	-6.7	1.0
CC(NC(=O)OCc1ccccc1)C(=O)N1CC(O)CC1C(=O)O (stereo unspecified)	3.3	9.0	-1.5	-5.8	-1.1	3.9	-7.0	1.2	4.6	-0.6
CCOc1ccc(C(=O)NC(=S)Nc2ccc(N3CCCCC3)cc2)cc1[N+](=O)[O-]	10.4	3.9	-4.1	0.9	0.1	18.1	15.0	6.8	9.6	1.6
Cc1ccc(Cc2c(-c3ccco3)nc3ccc(C)cn23)cc1	19.7	-0.4	21.5*	4.5	12.8	/	-11.5	4.1	3.2	5.1
Cc1nc2ccc([N+](=O)[O-])cc2c(=O)n1Cc1cccc(F)c1	-0.4	-5.4	2.3	0.0	5.4	-9.6	-5.3	0.7	-3.3	-4.9
CCCC(=O)c1cc2ccccc2oc1=O	0.7	0.8	1.8	1.6	-1.4	-0.6	-12.7	-1.6	4.3	0.4
O=C(CN1C(=O)/C(=C2/SC(=S)N(CCS(=O)(=O)O)C2=O)c2ccccc21)Nc1cccc(Br)c1	72.9*	11.7	5.5	-0.1	1.0	-23.4	10.1	60.3*	17.7*	-0.7
COc1ccc(C(OC(=O)c2ccco2)C(=O)NC(C)(C)C)cc1OC (stereo unspecified)	-2.3	5.2	2.2	-1.0	8.7	2.9	8.9	0.4	1.4	1.0
COc1ccc(/C=N/NC(=O)CNC(=O)C2COc3ccccc3O2)cc1OC (stereo unspecified)	3.9	-0.3	-1.3	-6.4	0.7	2.7	-1.6	-1.9	5.1	1.7
C/C(=N/Nc1ccc(C)cc1)C1(C)N(O)C(C)(C)C(c2ccco2)=[N+]1[O-] (stereo unspecified)	-2.4	8.8	10.6	-2.5	1.9	6.4	4.0	1.9	5.8	1.3
CC/C(=N\NC(=O)c1ccc(N2CCCC2=O)cc1)c1ccccc1	-0.5	-7.8	1.4	-1.3	-0.3	6.8	-5.0	2.0	0.5	-5.6
CCOc1ccc(NC(=O)c2c(NC(=O)CNCCN3CCOCC3)sc3c2CCC3)cc1	-0.3	4.6	-0.3	-5.3	6.2	3.8	-10.9	3.3	1.3	3.4
CCc1nnc(NC(=O)CSc2nnc(-c3c[nH]c4ccccc34)n2CCOC)s1	6.7	-0.1	-0.2	-4.0	0.7	-4.0	-6.4	-1.8	1.0	4.0
O=C(Nc1ccc(Oc2cccc3ccccc23)cc1)c1ccco1	1.2	-0.9	-2.1	5.0	1.6	-72.4	-4.1	-51.7	-28.2	0.7
O=C(c1ccco1)N1CCN(S(=O)(=O)/C=C/c2ccccc2)CC1	-1.5	-0.3	-2.1	3.0	5.0	3.2	-2.1	-1.9	0.1	-1.4
Cc1cc(C)nc(Sc2ccc(/C=C(\C#N)C(=O)Nc3ccccc3)o2)n1	4.7	5.2	0.7	-4.6	0.5	-17.3	-9.1	-13.6	-13.9	-0.5
COC(=O)c1onc(-c2ccccc2)c1C(=O)OC	-0.7	-0.3	2.6	-2.1	-9.8	-2.6	-1.0	-0.1	0.8	0.2
CCOc1ccc(NC(=S)N2CCC(NC(=O)c3ccco3)CC2)cc1	-0.7	-5.5	-2.0	-3.2	-0.9	4.6	11.7	1.7	6.2	2.0
Cc1nc(SCc2nc3ccccc3[nH]2)c2oc3ccc(Br)cc3c2n1	13.8	-0.4	-3.0	3.7	1.7	-57.5	-6.1	-20.0	-35.7	0.2
Cc1ccc(N=Nc2c(N)nn3c(C)cc(C)nc23)cc1	5.0	0.2	1.4	-7.2	-5.4	4.9	-2.5	2.7	-1.8	-4.2
CN(CC(=O)NCCc1ccccc1)S(=O)(=O)c1cccc2nsnc12	-0.8	-2.2	-1.1	-1.4	0.1	-4.6	6.3	3.7	0.0	2.4
O=C(COC(=O)CNS(=O)(=O)c1ccc(Br)cc1Cl)NCCc1ccccc1	-3.0	-4.1	1.8	4.5	-0.2	-2.7	0.7	-0.1	4.2	-2.3

Brought forward from above: three entries; new compounds follow.
SMILES	rCAG binder	TCR CD3 inh	PRMT1 inh	MBD2 DNA inh	GC-B act	HTRA1 inh	TDP2 absorb	ABHD4 inh	SIAE inh	LEDGF integ inh
Cc1ccc(N=Nc2c(N)nn3c(C)cc(C)nc23)cc1	5.0	0.2	1.4	-7.2	-5.4	4.9	-2.5	2.7	-1.8	-4.2
CN(CC(=O)NCCc1ccccc1)S(=O)(=O)c1cccc2nsnc12	-0.8	-2.2	-1.1	-1.4	0.1	-4.6	6.3	3.7	0.0	2.4
O=C(COC(=O)CNS(=O)(=O)c1ccc(Br)cc1Cl)NCCc1ccccc1	-3.0	-4.1	1.8	4.5	-0.2	-2.7	0.7	-0.1	4.2	-2.3
CC(C)(C)c1ccc(S(=O)(=O)Nc2ccc(C(O)(C(F)(F)F)C(F)(F)F)cc2)cc1	9.2	-4.5	0.6	-2.4	0.3	/	-18.2	-98.2	-37.5	5.0
COc1cc(C(O)P(=O)(OC2CCCCC2)c2ccc(N(C)C)cc2)cc(OC)c1OC (stereo unspecified)	-7.4	-1.1	-2.4	-2.9	-2.2	2.8	7.0	2.8	4.6	-0.1
Cc1ccc(-n2c3nc(=O)[nH]c(=O)c-3cc3c(C)nn(-c4ccccc4)c32)c(C)c1	-3.7	2.3	2.7	-1.0	-4.2	-1.1	4.2	-3.7	8.4	-1.3
COc1ccccc1N1CCN(C(c2cccs2)C(C)NS(=O)(=O)c2ccccc2)CC1 (stereo unspecified)	3.0	-6.9	-3.4	-2.8	-1.7	-7.5	2.8	-2.4	11.4	1.9
Cc1ccc2c(c1)N(CC(=O)NCCc1ccc(Cl)cc1)C(=O)c1cccnc1O2	-4.6	9.1	0.8	-2.8	-5.4	-3.2	5.7	0.2	0.2	3.0
C=C(C)Cn1c(C)cc(C)c(S(=O)(=O)c2ccc(C)cc2)c1=O	-1.0	-0.1	1.2	-1.2	-4.6	-9.9	-9.0	-2.3	-6.3	-3.8
Cc1ccc(CN2CCN(/N=C\c3cccc([N+](=O)[O-])c3)CC2)cc1	-4.2	-5.3	0.8	1.7	-0.3	-6.8	4.8	2.6	2.6	-2.0
Cc1cc(=O)oc2c(C)c(OC(C)C(=O)NCC(O)c3ccccc3)ccc12 (stereo unspecified)	-1.3	-3.1	0.3	-5.0	-1.1	11.7	0.7	5.8	4.5	-0.3
CN(C)/C=C/C(=O)c1cccc([N+](=O)[O-])c1	7.3	3.9	-1.9	1.2	1.0	/	-10.1	-6.2	-7.3	6.1
CCOC(=O)N1CCN(S(=O)(=O)CCNC(=O)c2ccccc2)CC1	-0.8	-8.9	-1.5	-6.2	1.3	-3.2	-15.6	-0.4	8.4	0.7
CCOC(=O)c1c(CN2CCN(Cc3ccccc3)CC2)n(C)c2cc(Br)c(OC)cc12	1.4	-8.2	1.2	8.5	-2.5	-11.2	1.7	-19.1	-1.0	0.6
N#Cc1ccc(NC(=O)COC(=O)c2cccc(S(=O)(=O)N3CCCC3)c2)cc1	2.7	-1.9	-0.9	-2.7	-1.5	0.1	8.4	-6.2	1.4	3.0
CSc1ncccc1C(=O)OCC(=O)Nc1cccc(S(=O)(=O)N2CCOCC2)c1	4.7	1.2	-5.1	-5.4	0.0	5.3	0.6	-5.5	-8.7	0.3
CCn1c(C)cc(C(=O)COC(=O)CNC(=O)c2ccco2)c1C	0.2	1.6	4.3	2.3	-5.2	-0.2	6.9	3.2	6.5	0.3
Cc1cccc(C)c1NC(=O)NC1(C(=O)NCC2CCCO2)CCCCC1 (stereo unspecified)	-1.0	5.9	-1.5	3.3	0.4	3.4	0.2	-4.3	0.3	-1.2
CC1(C)c2ccccc2-c2nc3ccccc3cc2C1N1CCOCC1 (stereo unspecified)	5.9	-1.5	12.0	5.3	-5.4	-10.4	-19.6	-12.3	-2.5	-5.0
O=c1[nH]c2cc3c(cc2cc1CN(Cc1ccc2c(c1)OCO2)Cc1nnnn1CC1CCCO1)OCO3 (stereo unspecified)	-4.5	-0.3	-0.7	6.0	-5.0	-1.1	-10.7	-1.4	59.3*	0.0
COc1ccc(OC)c(CN2CCN(c3ccccc3OC)CC2)c1	-8.6	5.6	-4.3	4.6	0.3	0.2	9.1	6.1	3.1	-1.8
CC(C)(C)OC(=O)n1cc(-c2ccccc2)c2c(-c3ccccc3)c(O)ccc21	4.8	/	-4.1	-3.0	-1.6	/	3.1	9.8	4.9	2.9
CCn1c2ccccc2c2cc(NC(=O)COC(=O)c3ccc(NC(=O)CC#N)cc3)ccc21	46.7*	-4.6	1.7	6.8	-11.0	-8.3	-4.7	-24.6	7.9	0.1
CCOC(=O)C1=CCN(S(=O)(=O)c2ccc(C)cc2)C1c1cccc2ccccc12 (stereo unspecified)	4.9	-1.0	-2.0	3.3	-3.3	/	-16.3	-9.1	-4.7	3.4
Cc1ccc(C([O-])=C(C(=S)NCc2ccccc2)[n+]2cccc(CO)c2)cc1[N+](=O)[O-]	11.6	3.5	2.1	-1.1	1.5	-3.2	-2.2	15.8	-0.3	2.1
Cc1ccc(C)c(C(=O)C(C)OC(=O)c2cccn2C)c1 (stereo unspecified)	-8.7	4.8	-2.9	-0.3	1.1	1.4	-0.1	-15.4	-6.6	0.9
O=C(Nc1nc(-c2ccccc2)cs1)c1cccc([N+](=O)[O-])c1C(=O)O	7.8	5.9	1.6	-1.9	-2.3	-1.5	3.6	2.3	-3.4	1.3
CCC(=O)c1cc2c(C)cc(=O)oc2c(C)c1O	-2.4	2.5	-1.5	3.7	0.2	-1.4	6.8	-1.9	-2.9	-0.8
CCOc1cc(N2CCOCC2)c(OCC)cc1NC(=O)CC12CC3CC(CC(C3)C1)C2	-5.5	3.1	-1.0	0.5	5.0	9.7	-4.2	3.5	0.5	0.6
CN1C(=O)C(C)(C)c2cc(S(=O)(=O)NCc3ccc(Cl)cc3)ccc21	3.8	-8.6	7.0	1.8	-0.9	-9.4	4.7	-5.1	-2.0	-1.4

This is a subset; rates above refer to the full screens.
